# Screening results (PubChem BioAssay)
# E coli growth = E. coli V3065 growth inhibition, primary screen, counter-screen for AddAB inhibitor project, absorbance, OD600 | 18 h | inhibition, % at 11.9 µM | 330,000 compounds, 0.27% hits | AID 449728, 2010;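 active means inhibition above the campaign's mean inhibition across all tested compounds plus 3 SD, cut at about 9.9% in these data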;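 further: uninfected addAB+ strain grown without phage in ampicillin broth; 0% = DMSO wells and 100% = ciprofloxacin 0.95 µg/ml wells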
# Tat transport = E. coli Tat export inhibitors, primary screen, MC4100, TorA-mCherry reporter, fluorescence, single point | inhibition, % at 10 µM | 340,000 compounds, 0.036% hits;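 active means mean replicate inhibition at least 50% and at least half of replicates individually reaching 50%; inconclusive means only one of the two criteria met; inactive means neither criterion met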;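 further: exported cargo escapes ClpAP degradation while cytoplasmic cargo is degraded and loses fluorescence; 0% = median of neutral control wells and 100% = median of NaSCN control wells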
# PKA-R1A activ = activators of PKA-R1A holoenzyme, primary screen, biochemical, fluorescence polarization, Cy5-IP20, bovine R1A, mouse PKAc; cAMP-dependent protein kinase type I-alpha regulatory subunit (Bos taurus) + …; PKA-R1A dissociation; scaled: DMSO 0%, 113 µM cGMP 100%; activation, % at 11.4 µM; 340,000 compounds, 0.083% hits; AID 504707, 2011;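 active means percent activation above the mean of all tested compounds plus 3 SD, cut at about 19% in these data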;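 further: higher means more PKAc released from R1A so a rise in polarization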
# DSG3 Ab inh = inhibitors of pemphigus antibody binding to DSG3, primary screen, biochemical, bead-based, flow cytometry, scFv-GFP | DSG3-coupled beads, scFv-anti-DSG3-GFP binding; active compounds read low | binding (percent of control), % at 10 µM | 310,000 compounds, 0.48% hits;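 active means binding more than 3 SD below its plate's average and above zero; inconclusive means below that plate limit but binding exactly zero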;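 further: hits lower antibody fragment binding to DSG3; some compounds called inactive have numbers as strong as hits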
# Target sequence (P32926 whole entry, looked up, the tested form may be a part): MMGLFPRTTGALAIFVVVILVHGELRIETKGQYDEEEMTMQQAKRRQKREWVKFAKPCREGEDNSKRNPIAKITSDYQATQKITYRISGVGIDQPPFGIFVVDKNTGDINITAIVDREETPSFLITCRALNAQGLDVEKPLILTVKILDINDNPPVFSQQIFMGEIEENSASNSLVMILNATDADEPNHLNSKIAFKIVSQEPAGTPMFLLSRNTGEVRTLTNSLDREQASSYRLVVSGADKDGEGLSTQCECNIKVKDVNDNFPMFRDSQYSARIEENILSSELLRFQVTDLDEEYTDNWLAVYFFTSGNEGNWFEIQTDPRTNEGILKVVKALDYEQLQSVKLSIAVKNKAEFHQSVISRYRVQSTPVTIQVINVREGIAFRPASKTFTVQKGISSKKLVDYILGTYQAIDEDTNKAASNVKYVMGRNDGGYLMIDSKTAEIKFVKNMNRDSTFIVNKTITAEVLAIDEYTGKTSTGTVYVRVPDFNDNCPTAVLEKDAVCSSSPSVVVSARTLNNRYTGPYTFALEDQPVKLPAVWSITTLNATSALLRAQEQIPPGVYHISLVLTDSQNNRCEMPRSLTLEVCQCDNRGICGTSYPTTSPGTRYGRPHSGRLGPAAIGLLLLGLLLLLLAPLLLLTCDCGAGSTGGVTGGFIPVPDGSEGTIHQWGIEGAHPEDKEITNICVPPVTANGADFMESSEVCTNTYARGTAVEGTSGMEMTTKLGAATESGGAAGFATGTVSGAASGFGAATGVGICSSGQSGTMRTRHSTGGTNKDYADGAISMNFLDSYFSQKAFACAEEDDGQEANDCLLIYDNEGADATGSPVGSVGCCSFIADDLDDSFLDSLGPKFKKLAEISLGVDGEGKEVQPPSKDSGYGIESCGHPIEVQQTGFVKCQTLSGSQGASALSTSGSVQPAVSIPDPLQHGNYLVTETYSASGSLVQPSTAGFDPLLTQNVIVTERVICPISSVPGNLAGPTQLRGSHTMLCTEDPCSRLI
# OPRM1-OPRD1 inv = inverse agonists of MOR-DOR heterodimerization, primary screen, cell-based, luminescence. AID 504357, 2011. cell-based MOR-DOR heterodimer luminescence, inverse agonism. inhibition, % at 9.3 µM. 340,000 compounds, 0.21% hits; in the data active means inhibition above about 22%, passing the limit was not always enough;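 further: 0% = cells with DMSO and 100% = wells without cells with DMSO; values of inactives mirror those of a sister screen read the other way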
# AddAB inh = growth inhibition of E. coli expressing H. pylori AddAB, primary screen, AddAB inhibitor project, absorbance | inhibition, % at 11.9 µM | 330,000 compounds, 0.29% hits | AID 435030, 2010; in the data active means inhibition above about 12%;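 further: 0% = vehicle wells of infected cells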
# PfHsp90 set2 = growth inhibition of PfHsp90-expressing yeast, primary screen, antimalarial PfHsp90 inhibitor project, S. cerevisiae, BacTiter-Glo luminescence, single point, set 2. 310,000 compounds, 0.32% hits. BacTiter-Glo ATP, 48 h; yeast lacking PDR1 and PDR3 efflux regulators. inhibition, % at 9.4 µM;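 active means every replicate shows inhibition above about 80%, whatever the replicate mean, limit read from the data; inconclusive means mean inhibition reaches the set limit but some replicate falls short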;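 further: 0% = DMSO neutral controls and 100% = 20 µM radicicol positive controls; yeast relying on Plasmodium falciparum Hsp90 in place of its own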
# Mot1-301 SUMO = yeast Mot1-301 growth rescue at high temperature, primary screen, SUMOylation pathway inhibitor project, S. cerevisiae, ATP luminescence, 38.5C. S. cerevisiae Mot1-301 growth rescue; percent above DMSO median, 100 means doubled. AID 2716, 2010. growth rescue, % at 18.8 µM. 320,000 compounds, 1% hits;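 active means every valid replicate shows activation above 250% relative to neutral control wells; inactive means the rest, any valid replicate at or below 250%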;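 further: OY570 slx delta 5 strain wells were the positive control but not used for scaling; some compounds called inactive have numbers as strong as hits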
# phage Ecoli inh = growth loss of phage-infected E. coli, primary screen, RecBCD inhibitor project, absorbance, with phage, HTS; inhibition, % at 11.9 µM; 360,000 compounds, 0.26% hits; in the data active means inhibition above about 11%
# MOR-DOR ag = agonists of OPRM1-OPRD1 heterodimerization, primary screen, cell-based, luminescence; Mu-type opioid receptor (Homo sapiens) + Delta-type opioid receptor (Homo sapiens), …; activation, % at 9.3 µM; 340,000 compounds, 0.3% hits; cells; in the data active means activation above about 18%;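 further: 0% = vehicle-treated cells and 100% = reference agonist; values of inactives mirror those of a sister screen read the other way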
# Arrestin-AP2 inh = inhibitors of beta-arrestin/AP2 binding, primary screen, biochemical, GPCR trafficking, flow cytometry | beta-arrestin 1 C-terminal peptide binding to AP2 beta2-adaptin appendage (human) | FITC-arrestin peptide / GST-AP2 beads; AP2 beta2 appendage carries R879A mutation | inhibition, % at 10 µM | 340,000 compounds, 0.31% hits;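 active means inhibition above a set limit, near 3 SD of compounds lacking own fluorescence, cut at about 54% in these data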;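 further: plate controls were DMSO wells for no effect and 5 µM unlabelled arrestin peptide for full effect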
#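 Material – AP2 appendage R879A on GSH beads · Buffer or medium – PBS with 0.05% Tween 20 and 0.1% BSA · Probe or stimulus – fluorescein-tagged arrestin peptide at 50 nM final · Incubation – compound with beads 12 min RT, then probe 1 h RT · Detection – high-throughput flow cytometry of beads, ex 488, em 535 nm · Evaluation – percent response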
# Starred values were filed as active, the others as inactive; ? = inconclusive; / = not tested or not shown. Compounds as they come; 2.8% or so of the library scored in one or more.
SMILES,E coli growth,Tat transport,PKA-R1A activ,DSG3 Ab inh,OPRM1-OPRD1 inv,AddAB inh,PfHsp90 set2,Mot1-301 SUMO,phage Ecoli inh,MOR-DOR ag,Arrestin-AP2 inh
NS(=O)(=O)c1ccc(CCNC(=O)Cc2ccc(S(=O)(=O)N3CCCC3)s2)cc1,0.2,?,2,97,3,-1.0,18,-12,0.8,-0.6,-4
O=C(NCCO)C1CCN(C(=O)c2ccc(-c3ccccc3)cc2)CC1,1.4,-5,-3,106,13,0.5,21,0,1.3,-2.7,5
N#Cc1c(-c2ccc(Cl)cc2)cc(-c2cccs2)nc1SCC(=O)O,-3.1,-3,4,94,19,2.5,-12,2,-0.7,-3.7,-13
Cc1c(OCc2ccccc2)c(=O)ccn1Cc1ccc(Cl)cc1,1.8,7,-1,96,-24,2.1,14,9,0.1,4.0,22
COC(=O)COc1ccc(S(=O)(=O)Nc2ccc3c(c2)OCO3)cc1Cl,-3.9,29,-2,107,11,0.1,-21,-5,1.5,-2.1,0
O=C(OCCn1cncn1)c1cc2ccccc2oc1=O,0.2,4,3,103,9,3.6,-3,12,1.5,-1.6,22
Cc1ccccc1NC(=O)NCC1CCCO1 (centres undefined),-2.5,3,-13,109,24,0.0,-2,-1,0.6,-4.9,-49
C/C(Cl)=C/CSc1nn2c(=O)c3ccccc3nc2s1,1.3,7,-7,101,-28,-0.4,-8,-5,3.0,4.9,10
O=C(CSc1nc(=O)n(CCCN2CCOCC2)c2c1CCCC2)Nc1ccc(F)cc1,-1.2,-9,-8,88,10,0.9,20,-7,-0.5,-1.5,-15
COc1ccccc1N(CC(O)COc1c(C)cc(C)cc1C)S(=O)(=O)c1ccccc1 (centres undefined),-0.8,11,4,99,-12,1.3,20,-9,4.3,2.2,-6
NC(=O)CC(NC(=O)c1ccccc1)c1ccc(NCCOc2ccccc2)c([N+](=O)[O-])c1 (centres undefined),-1.6,-2,-9,101,19,-1.3,-3,3,2.4,-3.4,-2
CC[C@@H](C)[C@@H]1CN([C@@H](C)CN2CCC[C@H]2CN2C(N)=NC[C@H]2C(C)C)C(=N)N1CCc1ccc(Cl)c(Cl)c1,1.4,7,3,119,13,2.4,13,/,2.2,-2.8,3
CCC1(COC(=O)Nc2cccc(Cl)c2)COC1,4.4,-6,2,101,6,2.3,/,207,1.8,-1.1,-1
Cc1cc(C(=O)Nn2cnnc2)ccc1[N+](=O)[O-],-0.2,2,-11,125,12,2.1,1,-29,0.4,-2.4,-4
Cc1ccc(NC(=O)COC(=O)c2ccn(C)n2)cc1,0.4,7,-13,102,12,1.5,11,7,2.5,-2.2,-45
COC(=O)CSc1nnc(CNC(=O)c2cc(OC)c(OC)c(OC)c2)n1C,3.8,-12,-17,97,5,2.1,11,-2,0.9,-0.9,-3
Cc1cc(C)c(OCC(=O)Nc2ccc(NC(=O)c3ccco3)cc2)c([N+](=O)[O-])c1,1.0,0,1,83,6,3.8,-16,10,3.1,-1.2,3
O=C(CCc1c[nH]c2ccccc12)OCc1cccc(C(F)(F)F)c1,-0.6,17,-3,104,-12,-0.6,-8,-5,4.8,2.4,-5
COc1ccc(S(=O)(=O)N2CCN(c3ncccn3)CC2)cc1OC,1.8,6,6,117,14,2.0,19,-8,-0.6,-2.8,0
N#Cc1ccc(NC(=S)Nc2ccccc2)cc1,-1.3,-8,4,105,-17,2.4,12,-11,3.7,3.3,4
CCCCCc1ccc(S(=O)(=O)NCCc2ccncc2)cc1,0.5,2,-4,100,-7,0.9,-2,63,4.2,1.2,-1
O=C(Nc1ccnn1C1CCN(C(=O)c2cccc(C(F)(F)F)c2)CC1)C1CC1,/,2,-4,115,20,/,-10,-5,0.7,-3.9,-6
Cc1ccccc1CS(=O)(=O)CCC(=O)NCc1ccccn1,-0.2,-1,5,104,-7,2.4,8,-12,1.3,1.2,-7
COc1ccccc1-c1cc(C(F)(F)F)n2ncc(S(=O)(=O)c3ccccc3)c2n1,0.2,-2,-5,/,-6,-0.3,13,-21,4.6,1.1,2
COc1ccc(-c2cn(-c3ccc(SC(F)F)cc3)c3[n+]2CCC3)cc1OC,3.1,2,2,103,17,2.4,-32,-2,3.2,-2.9,-1
Cc1ccccc1NC(=O)CSc1nc(O)cc(=O)n1C,-0.1,6,-10,/,19,-0.8,2,-8,2.4,-3.9,-5
O=C(C1CCCO1)N1CCN(C(=S)Nc2cccc(F)c2)CC1 (centres undefined),0.2,2,-6,101,9,-1.3,0,14,2.5,-1.6,27
O=C(NC1CCCC1)[C@@H]1CSC2c3ccccc3C(=O)N21 (some centres undefined),2.2,-5,2,108,11,2.5,-16,6,2.0,-2.2,0
CCCCn1c(SCC(=O)NCc2ccccc2)nc2ccc(N3CCOCC3)cc2c1=O,0.4,-6,-6,90,3,1.6,39,-5,1.6,-0.7,-3
Cc1ccc(-c2nc(CS(=O)(=O)CC(=O)NCCN3CCOCC3)c(C)o2)cc1,0.9,-5,2,/,-5,2.2,-2,214,0.8,0.9,5

# Quoted from the listing.
# Arrestin-AP2 inh result of `COc1ccccc1-c1cc(C(F)(F)F)n2ncc(S(=O)(=O)c3ccccc3)c2n1` is entered as 2
# E coli growth result of `CC[C@@H](C)[C@@H]1CN([C@@H](C)CN2CCC[C@H]2CN2C(N)=NC[C@H]2C(C)C)C(=N)N1CCc1ccc(Cl)c(Cl)c1` is entered as 1.4

# (further entries)
SMILES,E coli growth,Tat transport,PKA-R1A activ,DSG3 Ab inh,OPRM1-OPRD1 inv,AddAB inh,PfHsp90 set2,Mot1-301 SUMO,phage Ecoli inh,MOR-DOR ag,Arrestin-AP2 inh
CCCCC(=O)Nc1ccccc1CC,-1.3,-5,3,95,22,-3.0,6,-6,2.6,-4.2,9
Nc1ccc(Oc2ccc(Cl)cc2)cc1,0.9,10,1,99,13,0.3,16,151,-0.9,-2.4,40
NC(=O)/C=C\c1cn(-c2ccccc2)nc1-c1ccc2c(c1)OCCO2,-0.2,7,-3,117,1,1.5,10,-6,0.4,-0.2,14
CSCCC(NS(=O)(=O)c1ccc2c(c1)oc(=O)n2C)C(=O)NC1CCC(C)CC1 (centres undefined),1.6,-10,13,103,11,0.7,-13,-16,1.9,-2.0,9
CCC(C)NC(=O)Cc1c(C)c2cc3c(cc2oc1=O)OC(C)(C)CC3 (centres undefined),0.3,0,8,98,11,2.0,8,4,-0.6,-2.3,-8
CC(C)[C@H](NC(=O)c1cccc(S(=O)(=O)N2CCCC2)c1)c1nc2ccccc2[nH]1,0.8,-1,2,101,8,-1.4,-4,4,1.9,-1.5,24
CC1CCN(C(=O)c2[nH]cnc2C(=O)N[C@@H](C)C(=O)OCc2ccccc2)CC1,1.2,-1,-4,87,7,3.5,4,-4,-0.3,-1.5,26
CN(Cc1ccccc1Cl)C(=O)C1CC(=O)N(c2ccc3c(c2)OCCO3)C1 (centres undefined),/,5,-19,102,24,/,-8,/,4.1,-5.0,-4
COc1ccccc1/C=C1\CCCC2=C1Nc1nnnn1C2c1ccccc1OC (centres undefined),2.3,6,13,101,0,1.3,-16,-1,2.6,0.0,17
CC1S/C(=N/N=C/c2ccco2)N(Cc2ccccc2)C1=O (centres undefined),2.0,/,/,106,/,1.8,/,-9,0.0,/,-1
Cc1cc(NC(=O)c2cccc(S(=O)(=O)N(C)C)c2)n(-c2ccccn2)n1,1.7,-9,6,99,3,2.2,-21,-4,2.5,-0.5,3
COc1cc(OC)cc(C(=O)N2CCC3(CC2)NCCc2[nH]cnc23)c1,0.8,-1,12,99,4,1.0,5,-25,-0.8,-0.8,-6
O=C(C1CCCN(S(=O)(=O)c2ccccc2)C1)N1CCN(c2ccc(F)cc2)CC1 (centres undefined),0.9,-2,-2,106,7,3.5,4,-8,1.3,-1.3,-8
COC(=O)c1cc(OC)c(OC)cc1NC(=O)CN1CCOCC1,-3.0,10,8,104,3,2.0,/,-7,0.6,-0.5,-5
CCN(CC)S(=O)(=O)c1ccc2c(c1)nc(SCC(=O)N1CCCCCC1)n2-c1ccc(OC)cc1,2.4,7,-8,/,18,0.8,-8,21,-0.4,-2.9,14
CCCCC1(C)NC(=O)N(CC(=O)N2CCc3ccccc32)C1=O (centres undefined),-1.5,-3,7,103,6,1.8,10,-3,2.1,-1.5,3
COc1cc(/C=C2\COC/C(=C\c3ccc(O)c(OC)c3)C2=O)ccc1O,-1.8,8,1,97,3,-1.2,-4,1,0.8,-0.6,49
Cn1c(=O)c2c(nc(NCc3ccccc3)n2CC(N)=O)n(C)c1=O,-0.1,10,0,103,/,0.3,13,39,-1.4,/,4
Cn1nc(-c2ccc(N3CCCCC3)c(NC(=O)c3ccco3)c2)c2ccccc2c1=O,-1.3,8,-1,99,10,0.1,/,-14,2.3,-1.7,2
CC(=O)N1CCOc2ccc(S(=O)(=O)NCCc3ccc(Cl)cc3)cc21,-0.8,3,-2,100,17,1.5,7,-8,0.2,-3.2,-26
COc1ccc(CCNC(=O)C(=O)NCC2CCCN2S(=O)(=O)c2cccs2)cc1OC (centres undefined),0.8,-2,4,103,7,0.4,/,5,2.9,-1.3,4
CCCCNC(=O)CC1C(=O)N(Cc2ccccc2)C(C)c2nc3ccccc3n21 (centres undefined),-1.4,3,-4,95,/,-0.2,3,282,0.8,/,-4
CCOC(=O)CSc1nnc(Cc2ccccc2)n1-c1ccc(C)cc1,-1.5,-10,-1,81,12,0.2,19,-12,1.4,-2.2,-16
COc1ccc(NC(=O)Cn2cnc3sc(C)c(S(=O)(=O)N4CCOCC4)c3c2=O)c(OC)c1,1.1,0,-7,101,6,3.8,18,-8,4.7,-1.2,15
COc1ccccc1P(=O)(c1ccccc1)c1ccc([N+](=O)[O-])cc1 (centres undefined),-2.5,-1,2,94,5,-4.0,-16,0,1.1,-1.0,-12
CCCCc1nc(SCC(=O)Nc2nnc(CCCC)s2)n[nH]1,4.4,-1,-5,99,4,3.5,-15,-1,3.3,-0.8,-3
Cc1cccc(NC(=O)CCc2ccc(C)o2)c1,-1.9,-4,0,/,-12,0.8,19,11,1.4,3.0,1
